Artemis inh = inhibitors of human Artemis endonuclease activity | inhibition, % at 10 µM | AID 686954 | Q96SD1 | 30,000 tested, 0.78% active | recombinant Artemis, quenched FAM hairpin cleavage fluorescence;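 active = at 10 µM dose, at least 30% inhibition, measured as corrected fluorescence normalized to stimulator and neutral control wells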
Target sequence (Q96SD1 whole entry, looked up): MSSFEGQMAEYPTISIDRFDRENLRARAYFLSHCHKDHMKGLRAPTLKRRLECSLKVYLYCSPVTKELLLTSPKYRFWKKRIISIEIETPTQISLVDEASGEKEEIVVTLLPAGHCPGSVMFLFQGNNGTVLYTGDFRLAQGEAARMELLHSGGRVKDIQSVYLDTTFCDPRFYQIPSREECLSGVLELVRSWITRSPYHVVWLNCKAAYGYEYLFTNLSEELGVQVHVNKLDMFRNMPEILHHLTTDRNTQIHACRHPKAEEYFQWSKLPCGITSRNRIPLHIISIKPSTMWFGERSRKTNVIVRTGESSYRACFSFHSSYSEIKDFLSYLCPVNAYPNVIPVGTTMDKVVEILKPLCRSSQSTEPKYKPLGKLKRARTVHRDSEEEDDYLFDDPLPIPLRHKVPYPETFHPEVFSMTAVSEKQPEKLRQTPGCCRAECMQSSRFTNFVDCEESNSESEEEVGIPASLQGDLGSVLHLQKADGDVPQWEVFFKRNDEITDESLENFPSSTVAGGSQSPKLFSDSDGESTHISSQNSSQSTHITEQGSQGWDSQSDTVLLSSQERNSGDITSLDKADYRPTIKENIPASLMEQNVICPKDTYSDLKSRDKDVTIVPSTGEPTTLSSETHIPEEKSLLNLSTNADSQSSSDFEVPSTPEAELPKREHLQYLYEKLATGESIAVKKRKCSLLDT
* marks the source's active call; other numbers are inactive results. Only part of the results is shown; the hit share may differ from the screen's.

The opening six records, to show the layout:
SMILES | Artemis inh
O=C(CSc1nccn1Cc1ccccc1)Nc1nccs1 | -4.8
Cn1c(-c2ccccc2)cnc1SCC(=O)N1CCCCC1 | -5.3
CC(=O)Nc1cc(-c2ccc(Cl)cc2)nn1-c1ccccc1 | -2.9
CSCCC(NS(=O)(=O)c1cccs1)C(=O)NCc1cccs1 (configuration not stated) | -1.9
COc1ccccc1NC(=O)CN1CCN(C2c3ccccc3-c3ccccc32)CC1 | 7.5
Cc1ccc(C2CN(c3ccccc3)CC2C(=O)c2ccc(F)cc2)cc1 (configuration not stated) | -0.7

All compounds of this part (from the top)
SMILES | Artemis inh
O=C(CSc1nccn1Cc1ccccc1)Nc1nccs1 | -4.8
Cn1c(-c2ccccc2)cnc1SCC(=O)N1CCCCC1 | -5.3
CC(=O)Nc1cc(-c2ccc(Cl)cc2)nn1-c1ccccc1 | -2.9
CSCCC(NS(=O)(=O)c1cccs1)C(=O)NCc1cccs1 (configuration not stated) | -1.9
COc1ccccc1NC(=O)CN1CCN(C2c3ccccc3-c3ccccc32)CC1 | 7.5
Cc1ccc(C2CN(c3ccccc3)CC2C(=O)c2ccc(F)cc2)cc1 (configuration not stated) | -0.7
CCC(C)Sc1nc2c(c(=O)[nH]c(=O)n2C)n1Cc1ccc(Cl)cc1 (configuration not stated) | 1.2
COc1ccc(CN(CC(=O)NC2CCCC2)C(=O)CCC(=O)Nc2cc(C)on2)cc1 | -6.8
CCOC(=O)c1c(SC)nc(SC)c2c1CCC2 | 2.7
COc1ccc(N=CC2=C(O)CCCC2=O)cc1 | 0.2
O=C(CN1CCOCC1)OCCCc1ccccc1 | -2.7
CCC(CO)N=CC1=C(O)C(C(=O)c2ccccc2)CCC1=O (configuration not stated) | 9.9
CCOC(=O)CC(=O)CSc1ncc(C(=O)OCC)c(N)n1 | -3.6
Cc1ccc(N2C(=O)[C@@H]3[C@H](C2=O)C2c4ccccc4C=CN2[C@@H]3C(=O)c2ccco2)cc1 (some centres not stated) | 15.3
Cc1cc(NC(=O)C(C)C)ncc1NC(=O)Cc1ccccc1 | 2.1
COc1ccc(CCNC(=O)Cn2nnc(-c3ccc(N(C)C)cc3)n2)cc1OC | -3.5
COC(=O)CN1CCN(C(=O)c2ccc(F)cc2)c2ccccc2C1 | -11.5
COc1ccccc1CC(=O)N1CCCC1 | 5.1
Cc1ccccc1-c1cc(C(=O)Nc2sc(C)c(C)c2C(N)=O)c2ccccc2n1 | 8.7
O=C(CCc1nc(-c2ccccc2F)no1)NCCN1CCOCC1 | -4.0
Cc1cc(C)n(Cc2ccc(C(=O)O)o2)n1 | -3.5
Cc1cc(C)n(Cc2ccc(C(=O)NCc3ccco3)o2)n1 | -7.2
FC(F)(F)c1ccc(CSc2nccn2-c2ccccc2)cc1 | -1.2
Clc1ccc(CON/C=N/c2ncnc3sccc23)c(Cl)c1 | 4.4
COc1ccc(-c2cc(C3CC3)nc3sc(C#N)c(N)c23)cc1 | 3.2

Ordered by length of the SMILES (falling): part of the list above.
SMILES | Artemis inh
Cn1c(-c2ccccc2)cnc1SCC(=O)N1CCCCC1 | -5.3
Cc1cc(C)n(Cc2ccc(C(=O)O)o2)n1 | -3.5
COc1ccccc1CC(=O)N1CCCC1 | 5.1

The results go on:
SMILES | Artemis inh
Cc1nc(N2CCOCC2)c2cc(-c3ccccc3)sc2n1 | 0.5
Cc1ccc(Cl)cc1N1CCN(Cc2nnnn2Cc2ccco2)CC1 | 1.5
CCN(CC)c1ccc(-c2nc3cnccc3n2C)cc1 | -0.1
COc1ccc(-c2csc(NC(=O)C3CCCCN3S(=O)(=O)c3ccccc3)n2)cc1 (configuration not stated) | 10.0
O=S(=O)(c1ccc(F)cc1)c1nc(-c2ccc(F)cc2)oc1NCCN1CCOCC1 | 9.3
CC(C)(Oc1ccc(Cl)cc1)C(=O)Nc1ccncc1 | -5.8
COc1ccc(S(=O)(=O)Nc2cc(C)nn2-c2ccccc2)cc1 | 9.3
CCOC(=O)c1sc2nc(C3CC3)cc(-c3ccc(OC)cc3)c2c1N | -9.3
CCn1c(SCC(N)=O)nnc1-c1ccco1 | -1.0
Clc1cc(Sc2ccc(Br)cc2)nnc1-c1ccccc1 | -10.4
CC(=O)c1c(C)[nH]c(C(=O)NCCc2ccccc2)c1C | 3.6
CC(=O)Oc1cccc(/C=c2\sc3nc(-c4ccco4)nn3c2=O)c1 | 14.4
O=C(CSc1nc2c(cnn2-c2ccccc2)c(=O)[nH]1)N1CCOCC1 | 2.6
COC(=O)c1cc(C(=O)OC)cc(N2C(=O)CC(Sc3nc(C)cc(C)n3)C2=O)c1 (configuration not stated) | -1.3
COC(=O)C1=C(C)N(C)C(C)=C(C(=O)OC)C1c1ccc(Cl)cc1 | -2.0
Cc1cccc(C(=O)Oc2ccccc2-c2nnco2)c1 | -1.3
COc1cc(-n2nnnc2SCC(=O)N2CCN(c3ccc(F)cc3)CC2)c(OC)cc1Cl | 19.9
Cc1c(Cl)cccc1NC(=O)CCCCCN1C(=O)CCC1=O | 5.3
N#Cc1c(-c2ccc(Cl)cc2)ccn2nc(C3CCCCC3)nc12 | -1.6
Clc1ccc(-c2cc(COc3ccc4ccccc4c3)no2)cc1 | 0.5
CCCc1cc(=O)oc2cc(OCc3cc(OC)c(OC)c(OC)c3)c(Cl)cc12 | 4.4
O=c1[nH]c2cc(Cl)ccc2n(CCNc2ncc(C(F)(F)F)cc2Cl)c1=O | -2.2
CCCS(=O)(=O)N1CCC(C(=O)NCCCOC)CC1 | -7.1
O=C(CN1C(=O)NC2(CCCCCCC2)C1=O)N1CCN(C(=O)c2ccco2)CC1 | -0.1
CCOC(=O)c1sc(C)nc1C1CCN(C(=O)OCC)CC1 | -1.7

Structures listed so far with an NH in an aromatic ring, in the order listed:
SMILES | Artemis inh
CCC(C)Sc1nc2c(c(=O)[nH]c(=O)n2C)n1Cc1ccc(Cl)cc1 (configuration not stated) | 1.2
CC(=O)c1c(C)[nH]c(C(=O)NCCc2ccccc2)c1C | 3.6
O=C(CSc1nc2c(cnn2-c2ccccc2)c(=O)[nH]1)N1CCOCC1 | 2.6
O=c1[nH]c2cc(Cl)ccc2n(CCNc2ncc(C(F)(F)F)cc2Cl)c1=O | -2.2

Next part
SMILES | Artemis inh
O=C(Nc1nncs1)c1ccccc1Br | -4.8
O=C1CC(N2CCN(c3ccc(C(=O)c4ccc(F)cc4)cc3)CC2)C(=O)N1 (configuration not stated) | 2.3
Cc1c(NC(=O)CSc2nnc(-c3ccco3)n2-c2ccccc2)c(=O)n(-c2ccccc2)n1C | 2.1
Clc1ccc(Cn2cc(/C=N/n3cnnc3)c3ccccc32)c(Cl)c1 | 7.5
Cc1nn(Cc2ccccc2)c(C)c1NC(=O)CSc1nc(-c2ccccc2)nc2c1cnn2-c1ccccc1 | 9.9
COc1ccccc1N1CCN(c2nc3ccccc3nc2C(C#N)C(=O)OC(C)C)CC1 (configuration not stated) | 1.7
CCc1nn(-c2cc(Oc3ccccc3)nc(-c3ccccc3)n2)c(N)c1C#N | 6.5
O=C(c1cccs1)N1CCC(Cc2ccccc2)CC1 | -0.2
Cc1ccc(NC(=O)c2ccc(NS(=O)(=O)c3c(C)noc3C)cc2)cc1C | 2.8
CC1CN(C2CCN(C(=O)c3cccc(Cl)c3)CC2)CC(C)O1 (configuration not stated) | -3.4
Fc1cccc(NC(=S)NCCCN2CCOCC2)c1 | 0.1
O=C(Nc1nc2ccccc2n1CCOc1ccccc1)c1ccco1 | 3.9
Cc1ccc(S(=O)(=O)NC(=O)N2CCCC(C)(C)C2)cc1 | -1.2
Cc1ccccc1Cn1nc(C)c(NC(=O)c2cc3n(n2)C(C(F)F)CC(C(F)F)N3)c1C (configuration not stated) | -1.6
O=C1C(=O)N(Cc2cccnc2)C(c2ccccn2)/C1=C(/O)c1ccc(F)cc1 (configuration not stated) | 2.6
O=C(CCN1CCN(C(=O)c2ccco2)CC1)Nc1ccc(F)cc1 | 1.3
CC(C)[C@@H]1NC(=O)N(c2ccc(Oc3ccccc3)cc2)C1=O | -2.6
O=C(Nc1ccccc1C(=O)N1CCN(Cc2ccccc2)CC1)c1ccccn1 | -3.6
CN(CCc1ccccn1)C1CC(=O)N(c2ccc(Cl)cc2)C1=O (configuration not stated) | 5.0
COc1cccc(NC(=O)Cn2cc(C#N)c3ccccc32)c1 | 2.5
COc1ccc2nc(-c3cccc(N)c3)[nH]c2c1 | 1.3
COc1ccc(OC)c2[nH]c(=O)c(CCNC(=O)C3CCCCC3)cc12 | -3.4
Cc1ccc(S(=O)(=O)N(C)c2ccc(C(=O)N3CCC(C(N)=O)CC3)cc2)cc1 | -10.0
CCCCCCn1c(C(C)NC(=O)c2ccco2)nc2ccccc21 (configuration not stated) | 5.6
C=CCn1c(=N)n(CC(=O)O)c2ccccc21 | 5.2

A section from the list above, as a working copy:
SMILES | Artemis inh
CCCCCCn1c(C(C)NC(=O)c2ccco2)nc2ccccc21 (configuration not stated) | 5.6
C=CCn1c(=N)n(CC(=O)O)c2ccccc21 | 5.2

Next structures follow.
SMILES | Artemis inh
N#CCCn1cnc2ccccc21 | 0.5
CCCCNC(=O)c1cc2c(=O)n3cccc(C)c3nc2n(CCN2CCOCC2)c1=N | -5.0
Cc1nc(NS(=O)(=O)c2ccccc2)sc1NC(=O)OCCN(C)C | 5.1
CC(=O)c1c(N2CCOCC2)nc(=S)n(-c2ccc([N+](=O)[O-])cc2)c1C | -6.3
CCOc1ccc(C(=O)O)cc1OC | -2.8
CN1CCN(C2=Cc3cc(Cl)ccc3Sc3cc(F)ccc32)CC1 | 10.7
CN1CCN(C(=O)c2ccccc2-c2nc(-c3ccccc3)no2)CC1 | -7.8
Cc1csc(NC(=O)c2c(-c3c(Cl)cccc3Cl)noc2C)n1 | -2.1
Cc1nn(CC2CCCCC2)c(N)c1-c1ccccc1 | -9.4
COCCCn1cnnc1SCC(=O)Nc1ccc(S(=O)(=O)N2CCCC2)cc1 | -1.5
COc1ccc(N2C(=O)CC(N(Cc3ccc(S(N)(=O)=O)cc3)C(C)=O)C2=O)cc1 (configuration not stated) | -1.0
CC(C)N(Cc1nc(-c2ccc(Cl)cc2)no1)C(=O)C12CC3CC(CC(C3)C1)C2 | 6.6
CCCCC(=O)N/N=C/c1ccc(Sc2cccc3cccnc23)o1 | 9.8
CCCN1C(=O)C(O)(CC(=O)c2ccc3c(c2)OCCO3)c2ccccc21 (configuration not stated) | 0.0
CC1(C)CC(c2nc(-c3ccc(Cl)cc3)cs2)CCS1 (configuration not stated) | 10.0
Cn1c(NCc2c[nH]c3ccccc23)nc2ccccc21 | -6.3
CCOC(=O)c1sc(SC)c(C(C)=O)c1C | 2.3
O=C1CC(c2ccc(F)cc2)Cc2nc(NCc3ccco3)ncc21 (configuration not stated) | 2.8
O=C(Cn1nnc2ccccc2c1=O)NCc1ccco1 | -2.7
Clc1ccc(CSc2nnc(/C=C/c3ccccc3)o2)c(Cl)c1 | 1.4
CCOC(=O)Cc1nn2c(=O)cc(C)nc2s1 | -15.6
COc1cccc(/C=N/n2cnnc2)c1OCc1ccccc1 | -4.1
O=C(/C=C/c1ccco1)NC(=S)Nc1cccc(-c2nc3ccccc3o2)c1 | 20.2
Cc1c(NC(=O)C(C)Oc2ncnc3ccccc23)c(=O)n(-c2ccccc2)n1C (configuration not stated) | -6.8
Cc1noc(C)c1COC(=O)[C@H](C)NS(=O)(=O)c1ccc(Cl)c(Cl)c1 | 0.8
COc1ccc(Cl)cc1N1CC(C(=O)Nc2nccs2)CC1=O (configuration not stated) | -9.7
c1ccc2c(c1)oc1c(NCCCN3CCOCC3)ncnc12 | -4.7
COC(=O)Cn1cnc(=O)c(C#N)c1/C=C/N(C)C | -14.0
O=C(Nc1ccc(C(=O)N2CCOCC2)cc1)c1cccs1 | 5.5
CSc1ccccc1-c1nnc(-c2ccc(C)cc2)o1 | 4.3
CCOC(=O)N1CCN(C(=O)c2ccc3c(=O)n(CCC4=CCCCC4)c(=S)[nH]c3c2)CC1 | -0.5
CC(=O)OCCNC(=O)c1cc2ccccc2oc1=O | -8.2
CC(C)CC(=O)NS(=O)(=O)c1ccc(N)cc1 | 4.8
COC(=O)CNC(=O)C1CCN(C(=O)OCc2ccccc2)CC1 | -12.8
c1ccc(-c2cnnc(N3CCOCC3)n2)cc1 | -4.3
Cc1cc(NC(=O)CSc2nnc(-c3ccc4c(c3)OCCO4)o2)no1 | -7.9
CCOP(=O)(c1ccccc1)c1nc(-c2ccc(F)cc2)oc1N1CCCCC1 (configuration not stated) | 2.7
CCOC(=O)CNC(=O)Cn1c(C)cc2ccccc2c1=O | -1.3
Cc1onc(-c2ccccc2)c1C(=O)Nc1cccc(OC(C)C)c1 | 9.9
Cc1nc(N2CCN(C(=O)c3ccco3)CC2)c2c3c(sc2n1)CCC3 | -3.4
